# D3 ag: qHTS of D3 Dopamine Receptor Agonist: qHTS | D(3) dopamine receptor (Homo sapiens), P35462 | D3R DiscoveRx beta-arrestin cells, luminescence, 90 min | max activation, % | 410,000 compounds, 0.58% hits | AID 652048, 2013; in the data active = max activation above about 30%; also: 0% is about no effect; mostly tested at two doses, the higher about 12 µM
# Target sequence (P35462 whole entry, looked up): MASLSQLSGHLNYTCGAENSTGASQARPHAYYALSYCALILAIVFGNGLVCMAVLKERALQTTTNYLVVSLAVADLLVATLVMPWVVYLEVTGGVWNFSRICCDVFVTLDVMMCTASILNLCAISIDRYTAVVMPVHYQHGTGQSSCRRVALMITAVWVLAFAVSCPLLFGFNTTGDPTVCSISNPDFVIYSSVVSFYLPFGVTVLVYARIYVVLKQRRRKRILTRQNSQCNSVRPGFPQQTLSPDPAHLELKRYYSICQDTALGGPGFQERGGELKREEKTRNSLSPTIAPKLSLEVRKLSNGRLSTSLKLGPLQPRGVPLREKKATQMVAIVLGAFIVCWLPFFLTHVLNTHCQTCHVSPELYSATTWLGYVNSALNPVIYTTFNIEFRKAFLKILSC
#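 Agonist mode: compounds and dopamine controls were applied to plated cells for 90 min at 37 degrees C after an overnight attachment at 1500 cells/well. Luminescent read-out followed 30 - 60 minutes at room temperature with DiscoveRx detection reagent.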
# EPAC2 antagonist: qHTS for Antagonist of cAMP-regulated guanine nucleotide exchange factor 2 (EPAC2): primary screen | AID 720708, 2013 | Potency, µM (series often up to 114 µM), for inactives: top-dose activity, negative = inhibition, actives largely listed as inhibitors | EPAC2 GEF exchange of Rap1B-BODIPY-GDP, fluorescence | 360,000 compounds, 0.18% hits; also: potency is read from the fitted curve at half-maximal effect; % is scaled to controls: 0 for no effect and ±100 for the full control effect; nearly all actives have a fitted effect of over 45% in size; many of its hits are not listed in these tables
# aSyn yeast inh: qHTS of alpha-syn Inhibitors | 370,000 compounds, 0.14% hits | Yeast expressing alpha-synuclein, growth rescue, BacTiter-Glo, 24 h | Potency, µM (titrated, usually from 46.1 µM), without a hit: at the highest dose growth rescue (activation), usual class: activators | AID 652106, 2013; also: potency is read from the fitted curve at half-maximal effect; % of control where 0% means no effect; nearly all actives have a fitted effect of over 65% in size
#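 Rescue of yeast growth: cells expressing toxic alpha-synuclein, induced in galactose at OD600 0.02, incubated with compound 24 h at 30 C. ATP luminescence quantified growth; inhibitors of toxicity appear as activators.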
# EPAC2 agonist: qHTS for Agonist of cAMP-regulated guanine nucleotide exchange factor 4 (EPAC2): primary screen | Rap guanine nucleotide exchange factor 4 (Homo sapiens), Q8WZA2 | EPAC2 activation, biochemical qHTS; response scale: 100% = 6.5 mM cAMP response | Potency, µM (series often up to 154 µM), inactives show at the highest dose activation, usual class: activators | 360,000 compounds, 0.079% hits | AID 720711, 2013; also: potency is read from the fitted curve at half-maximal effect; nearly all actives have a fitted effect of over 50% in size
#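 Nucleotide exchange monitored as fluorescence drop when BODIPY-GDP leaves Rap1B. Reaction: 100 nM EPAC2, 250 nM RAP1B-BODIPY-GDP, 50 uM GDP, room temperature, kinetic read over 30 min. Activity expressed relative to 6.5 mM cAMP.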
# Abeta yeast res: qHTS for compounds that reverse cellular toxicity of Amyloid beta (A-beta) peptide in yeast: Primary Screen; 410,000 compounds, 0.063% hits; Potency, µM (highest dose often 46.1 µM), without a hit: at the top dose growth rescue, most hits filed as activators; yeast expressing A-beta42, growth rescue, OD600, 48 h; response scale: 0% DMSO, 100% iron-clioquinol control; also: potency is read from the fitted curve at half-maximal effect; nearly all actives have a fitted effect of over 55% in size
#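 Yeast growth medium received pinned compounds, then yeast cells expressing toxic A-beta were added; plates incubated at 30 C for 48 hr. Growth read as absorbance at 600 nm, normalized to DMSO and equimolar FeCl3 plus clioquinol controls.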
# TDP43 rescue: qHTS of TDP-43 Inhibitors | TDP-43 expressing yeast growth rescue, BacTiter-Glo, 24 h | 410,000 compounds, 1.8% hits | Potency, µM (doses to about 46.1 µM), without a hit: at the highest dose growth rescue (activation), most hits filed as activators; also: potency is read from the fitted curve at half-maximal effect; % of control where 0% means no effect; nearly all actives have a fitted effect of over 50% in size
#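 Yeast cells expressing TDP-43 under galactose induction are exposed to compounds for 24 hr at 30 deg C. BacTiter-Glo luminescence measures growth, so protective compounds score as activators.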
# FUS suppressor: qHTS for Suppressors of FUS Proteinopathy: Primary screen using FUS-linked yeast assay; S. cerevisiae FUS-expressing, growth rescue, OD600, 24 h; Potency, µM (highest dose often 76.6 µM), inactives show top-dose growth rescue (activation), actives largely listed as activators; 390,000 compounds, 0.24% hits; AID 1347120, 2019;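 also: potency is read from the fitted curve at half-maximal effect; plate controls were DMSO vehicle for no effect and reference control for full effect; nearly all actives have a fitted effect of over 55% in size; some results filed as inactive show a strong effect at the top dose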
#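 Absorbance at 600 nm, taken 24hr after compound addition, measured rescue of FUS-yeast growth at 30C. Induction used 2% galactose with seeding at OD 0.005. Controls: CP55940 from 92uM final, DMSO only.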
# DRD3 antagonist: qHTS of D3 Dopamine Receptor Antagonist: qHTS; 360,000 compounds, 2.5% hits; max response, negative = inhibition, %; D3R cells, DiscoveRx beta-arrestin luminescence, antagonist mode; active compounds read low; in the data active = max response below about -50%; inconclusive = no clear call, values can overlap the other calls; also: % is scaled to controls: 0 for no effect and ±100 for the full control effect; mostly tested at two doses, the higher about 12 µM
#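 Cells plated overnight at 1500 cells/well, then exposed to library compounds with dopamine controls for 90 minutes at 37 degrees C. DiscoveRx reagent added for 30–60 minutes at room temperature; luminescence read, quantitative HTS format.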
# * hit, by the source's call; ? = inconclusive; . = not tested or not shown; [ ] = another dose, or the depositor's remark. Unless noted, calls follow the shape of the dose curve; as a rule, active = well fitted curve in the direction sought with a large enough effect; inconclusive = small, poorly fitted or top-dose-only effect, or another doubt; inactive = no such curve, though single readings can be large; an effect the other way counts as inactive or inconclusive. An excerpt, so the mix of outcomes need not match the whole.
SMILES,D3 ag,EPAC2 antagonist,aSyn yeast inh,EPAC2 agonist,Abeta yeast res,TDP43 rescue,FUS suppressor,DRD3 antagonist
CC1=C(C(=O)OCc2ccccc2)C(c2ccc(C(F)(F)F)cc2)NC(=O)N1CCCCCC(=O)O (stereo unspecified),1,?,1%,-4%,-2%,13%,11%,-12
CCn1c(SCc2ccccc2)nnc1C1CCCCC1,0,5%,10%,8%,-2%,?,-1%,8
CC(C)c1ccccc1OCCCN1CCCC1,-2,4%,2%,-1%,9%,11%,-29%,-87*
COc1cc(C(=O)Nc2ccc(-c3nnc(-c4ccco4)o3)cc2)cc(OC)c1OC,15,2%,-2%,-1%,11%,5%,26%,68
O=C1/C(=C/c2ccc(O)cc2)SC(=S)N1CC1CCCO1 (stereo unspecified),-1,-6%,8%,14%,13%,-15%,9%,-24
COc1ccc(/C=N/NS(=O)(=O)c2ccccc2)cc1OS(=O)(=O)c1ccccc1,-3,-6%,-10%,-7%,9%,21%,1%,-15
Cc1ccc(-c2nc(N)sc2CC(=O)OCC(=O)NC2CCCC(C)C2C)cc1 (stereo unspecified),12,-1%,5%,1%,16%,19%,.,5
COc1cc(CNc2ccc(O)cc2)cc(Br)c1OCc1ccccc1F,6,?,-20%,3%,-11%,?,37%,4
COCCN(Cc1ccc(C)c(Br)c1)C(=O)Cn1cnc(S(=O)(=O)N2CCCC2)c1,2,-10%,3%,-7%,6%,7%,11%,17
Cc1ccccc1OCCC(=O)N1CCN(S(=O)(=O)c2ccc(Cl)cc2)CC1,5,-6%,6%,0%,14%,?,21%,11
Cc1cc(NC(=O)CSc2nnc(-c3ccccc3F)n2N)no1,-3,-4%,2%,0%,14%,23%,7%,0
CCNS(=O)(=O)c1ccc(CCC(=O)NCCC2=CCCCC2)cc1,-5,-2%,0%,1%,-6%,8%,-3%,-9
Cc1ccsc1C(=O)N(c1nc2ccccc2s1)c1c(C)cccc1C,-1,-1%,-2%,4%,3%,-9%,32%,9
O=C(Nc1ccccc1C(=O)Nc1ccccc1)c1ccccc1Br,5,6%,8%,3%,3%,-4%,25%,-5
Cc1ccc(S(=O)(=O)N2CCC(C(=O)Nc3ccc(S(=O)(=O)N4CCCC4)cc3)CC2)cc1C,8,-9%,-5%,2%,6%,26%,23%,-8
O=C(CN1C(=O)NC2(CCc3ccccc32)C1=O)Nc1ccc(Cl)cc1F (stereo unspecified),-4,2%,1%,7%,1%,?,-4%,-19
O=C(c1cccs1)N1CCN=C1SCc1cccc(F)c1,-1,-4%,-10%,-1%,8%,-4%,-4%,-22
CCC(CC)C(=O)N(C)c1c(C)nc2c(OCc3ccccc3OC)cccn12,-3,-12%,1%,5%,1%,?,-1%,0
CCC(Sc1nc(C)cc(=O)[nH]1)C(=O)Nc1nc(-c2ccccc2)cs1 (stereo unspecified),-2,-4%,4%,2%,7%,-6%,17%,27
O=C(CCNC(=O)c1ccccc1Cl)NN1C(=O)NC2(CCCCC2)C1=O,-8,0%,-13%,1%,2%,-9%,-2%,-28
Cc1ccccc1N1CCN(S(=O)(=O)c2nnc(NC(=O)c3ccco3)s2)CC1,-7,?,2%,-4%,8%,8%,20%,3
CC(CC(=O)Nc1ccncc1)c1ccccc1 (stereo unspecified),6,8%,-2%,-10%,4%,6%,-8%,-6
CCN1C(=O)[C@H]2[C@@H](c3ccc(C)cc3)N3C(=O)N(c4cccc(C)c4)C(=O)[C@@]3(Cc3ccccc3)[C@H]2C1=O,0,6%,7%,-3%,4%,24%,-9%,-19
COc1ccc(N(Cc2cccs2)C(=O)COc2cccc(C)c2C)cc1,2,.,.,.,-6%,-2%,36%,.
O=C(O)C1CC(=O)n2c(nc3ccccc32)S1 (stereo unspecified),-5,2%,3%,-2%,5%,26%,.,16
COc1ccc(NC(=S)N2CCCCCC2)cc1OC,0,-2%,-5%,7%,6%,-4%,-31%,-5
COc1ccccc1N(CC(O)CN1CCCC1)S(=O)(=O)c1ccccc1 (stereo unspecified),-7,5%,-2%,5%,14%,-6%,-5%,-28
COc1ccc(N2CCN(S(=O)(=O)c3cc(-c4cc(C)no4)ccc3C(C)C)CC2)cc1,-2,-1%,?,2%,5%,23%,-4%,-2
O=C(c1ccc(NS(=O)(=O)c2ccc3[nH]c(=O)[nH]c3c2)cc1)N1CCN(c2ccccc2O)CC1,6,0%,1%,6%,-1%,1%,36%,0
COc1ccc(N=Nc2c(-c3ccc(OC)cc3)[nH]oc2=O)cc1,3,9%,8%,-2%,7%,0%,7%,-11

# 3 compounds already listed, ordered by number of heavy atoms, ascending:
SMILES,D3 ag,EPAC2 antagonist,aSyn yeast inh,EPAC2 agonist,Abeta yeast res,TDP43 rescue,FUS suppressor,DRD3 antagonist
O=C(c1cccs1)N1CCN=C1SCc1cccc(F)c1,-1,-4%,-10%,-1%,8%,-4%,-4%,-22
COc1ccccc1N(CC(O)CN1CCCC1)S(=O)(=O)c1ccccc1 (stereo unspecified),-7,5%,-2%,5%,14%,-6%,-5%,-28
Cc1ccccc1N1CCN(S(=O)(=O)c2nnc(NC(=O)c3ccco3)s2)CC1,-7,?,2%,-4%,8%,8%,20%,3

# Following part.
SMILES,D3 ag,EPAC2 antagonist,aSyn yeast inh,EPAC2 agonist,Abeta yeast res,TDP43 rescue,FUS suppressor,DRD3 antagonist
COc1ccc(/C(C)=N/OC/C(O)=C(\C#N)c2nc3ccccc3[nH]2)cc1,-3,2%,-2%,-2%,7%,-29%,.,9
O=C(NCc1ccc(F)cc1)c1cnn2ccccc12,-1,1%,-6%,5%,8%,18%,11%,-18
Cc1cccc(S(=O)(=O)c2c(C)cc(C)[nH]c2=O)c1,12,9%,7%,15%,2%,-9%,10%,-15
COc1cccc2cc(C(=O)NCc3ccc(F)cc3)c(=N)oc12,2,6%,3%,0%,10%,10%,-1%,2
COc1cccc(NC(=O)c2ccc(CN3CCc4ccccc4C3)cc2)c1,-17,-28%,-1%,16%,16%,0%,-5%,-102*
O=C(Nc1cccc(C(=O)N2CCCC2)c1)c1ccccc1,2,13%,-13%,-5%,20%,23%,41%,-4
CCCCOc1ccc(-c2nn(-c3ccccc3)cc2C2NC(=O)NC(C)=C2C(=O)OCC)cc1 (stereo unspecified),13,.,10%,.,6%,11%,6%,.
COc1ccc(Cl)cc1S(=O)(=O)N1CCN(C)CC1,3,-6%,-14%,4%,-36%,4%,-20%,3
CCn1c(SCC(=O)N/N=C/c2ccc(C)o2)nnc1-c1ccccc1,-3,14%,-7%,4%,-6%,-2%,15%,10
CC(C)C(OC(=O)c1nsc(Cl)c1Cl)C(=O)NCc1ccc2c(c1)OCO2 (stereo unspecified),-4,-8%,-4%,8%,10%,-7%,27%,0
Cc1cc(C(=O)CSc2ccc3c(c2)OCCO3)c(C)n1C1CC1,-20,11%,16%,11%,9%,20µM*,22%,10
Cc1cc(C)n(-c2ccc(NC(=O)C3CCCCN3C(=O)c3ccoc3)cc2)n1 (stereo unspecified),-10,-7%,-2%,19%,12%,5%,16%,0
CCCOc1ccc(F)cc1-c1cc(C(=O)NC(C)C)[nH]n1,6,10%,1%,4%,1%,?,10%,-10
COc1ccc(CCNC(=O)C2CCN(S(=O)(=O)c3ccc(Cl)cc3)CC2)cc1OC,-16,12%,5%,2%,-18%,-27%,22%,-27
Cc1ccc(OCC(=O)Nc2ccc(S(=O)(=O)N3CCCCC3)cc2)c([N+](=O)[O-])n1,11,-12%,1%,5%,-26%,-18%[0.397 µM],28%,3
CCC1CN(CC(=O)NCc2cccc(Br)c2)c2ccccc2S1 (stereo unspecified),0,.,0%,.,-23%,-9%,21%,.
CNC(=O)Cc1csc2ccc(C)cc12,2,1%,-9%,-3%,-8%,-19%,4%,2
CCOC1=C2CN(S(=O)(=O)c3ccc(C)cc3)[C@H](c3ccccc3)C[C@@H]2N(S(=O)(=O)c2ccccc2)[C@H](c2ccccc2)C1,0,18%,-3%,0%,-4%,14%,24%,-7
N#CNC1=NCN(Cc2ccccc2)CN1,-3,-10%,1%,1%,-4%,-12%,67%,5
COc1ccc(S(=O)(=O)N2CCN(C(=O)NCc3ccc(C)cc3)CC2)cc1,-4,2%,-2%,7%,-6%,10%,11%,-4
CCCCn1c(N)c(N(CC(C)C)C(=O)c2ccc(Br)s2)c(=O)[nH]c1=O,2,10%,3%,-10%,0%,-5%,.,-5
CCOC(=O)c1cccc(NC(=O)C2CCN(c3ncnc4c3nc3n4CCCCC3)CC2)c1,2,1%,0%,-2%,6%,14%,-5%,23
CCOC(=O)c1cccc(NC(=O)C2COc3ccc(OC)cc3C2)c1 (stereo unspecified),3,.,.,.,-4%,6%[9.22 µM],11%,.
O=C(Nc1ccc(Oc2ccccc2)nc1)[C@H]1O[C@@H](n2ccc(=O)[nH]c2=O)[C@H](O)[C@@H]1O,0,9%,-9%,9%,-17%,14%,-15%,-6
O=C(COC(=O)CCC1CCCC1)Nc1cccc(S(=O)(=O)N2CCOCC2)c1,1,-29%,-5%,9%,19%,-5%,33%,0
COc1cc(OC)c(NC(=O)Cc2c(C(=O)O)c(C)cn2C)cc1Cl,1,.,.,.,2%,7%,26%,.
Cc1cccc(/C=c2\s/c(=C\C(=O)C(C)(C)C)[nH]c2=O)c1,-5,-10%,-14%,8%,-9%,5%,0%,-8
COc1ccc(C(=S)N2CCN(C)CC2)cc1Br,-10,18%,2%,10%,-1%,5%,21%,0
N#Cc1nc(COc2ccc(-c3ccccc3)cc2)oc1NCCCN1CCOCC1,-3,-1%,14%,8%,-10%,2%,9%,18
CCOC(=O)C(C)n1cnc2scc(-c3ccc(C)c(C)c3)c2c1=O (stereo unspecified),-1,?,-30%,16%,-49%[inhibitor],?,?,0
O=C1c2ccccc2C(=O)N1CSc1nnc(Nc2ccccc2F)s1,-11,-2%,-4%,8%,-5%,-2%,.,-2

# Bioassay records: PubChem, National Center for Advancing Translational Sciences (NCATS)
